RXFP1 agonist – activates the human relaxin receptor RXFP1; Q9HBX9; HEK293T-RXFP1 cAMP TR-FRET, 30 min; response scale: percent of porcine relaxin response, buffer zero; Potency, µM (top dose mostly 57.5 µM), inactives show at the top dose activation, actives largely listed as activators; 0.3% of 370,000 active; AID 2676; note: potency is the fitted concentration of half-maximal effect; % is set by controls: 0 for no effect and ±100 for the full control effect; nearly all actives have a fitted effect of over 60% in size; many of its hits are not listed in these tables
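HEK293T cells stably expressing RXFP1 were pretreated with the PDE4 inhibitor Ro 20174, exposed to compounds for 30 min at 37C, lysed, and cAMP was read by TR-FRET. Data normalized to buffer (basal) and 29 nM porcine relaxin (100%).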
Vif-APOBEC3G blk – inhibitors of Vif-APOBEC3G interaction; Q9HC16; HeLa A3G-eYFP + Vif (tagged APOBEC3G with the HIV-1 protein that degrades it), YFP fluorescence, overnight; Potency, µM (highest dose often 46.1 µM), for inactives: at the highest dose activity, negative = active, usual class: inhibitors; AID 602310; 0.076% of 410,000 active;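 note: potency is the fitted concentration of half-maximal effect; % is set by controls: 0 for no effect and ±100 for the full control effect; nearly all actives have a fitted effect of over 60% in size; hits raise eYFP signal because A3G escapes Vif-driven loss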
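Read-out is eYFP fluorescence (Ex 488/Em 500-530) from Vif-expressing HeLa A3G-eYFP cells; more signal means A3G escaped Vif-mediated degradation. Cells plated overnight, compound pinned in, incubated overnight at 37 deg C.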
USP1 inh – inhibitors of human USP1/UAF1 deubiquitinase; O94782; recombinant USP1/UAF1, Ub-Rhodamine cleavage fluorescence; Potency, µM (highest dose often 57.1 µM), for the others: at the highest dose activity change, negative = inhibition, actives largely listed as inhibitors; 0.23% of 390,000 active; AID 743255; note: potency is the fitted concentration of half-maximal effect; % is set by controls: 0 for no effect and ±100 for the full control effect; nearly all actives have a fitted effect of over 60% in size; inactives centre near -12
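In this screen, compounds sit with the deubiquitinase complex (1nM) for 15 min at room temperature before Ub-Rho is added at 150nM final. Fluorescence rise is then followed for 6 reads every 60 seconds.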
GRP78 ERSR act – ER stress response induction in glioma | Potency, µM, for the others: at the highest dose activation, hits mostly activators | 0.02% of 420,000 active | U87-MG GRP78 promoter luciferase reporter, 16 h; note: potency is the fitted concentration of half-maximal effect; series mostly up to about 76 µM; % of control where 0% means no effect; nearly all actives have a fitted effect of over 35% in size
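Stably transfected U87-MG glioma cells carrying a GRP78-based luciferase sensor; 16 h compound incubation. Luminescence end-point read 10 min after Bright-Glo addition at room temperature.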
TrxR1 substrate – is turned over as a substrate by rat TrxR1; O89049; Potency, µM (top dose mostly 114 µM), for the others: at the highest dose activity change, negative = substrate turnover; 0.01% of 390,000 active; purified TrxR1 substrate turnover, NADPH consumption readout; note: potency is the fitted concentration of half-maximal effect; % is set by controls: 0 for no effect and ±100 for the full control effect; nearly all actives have a fitted effect of over 50% in size
Target sequence (O89049 whole entry, looked up): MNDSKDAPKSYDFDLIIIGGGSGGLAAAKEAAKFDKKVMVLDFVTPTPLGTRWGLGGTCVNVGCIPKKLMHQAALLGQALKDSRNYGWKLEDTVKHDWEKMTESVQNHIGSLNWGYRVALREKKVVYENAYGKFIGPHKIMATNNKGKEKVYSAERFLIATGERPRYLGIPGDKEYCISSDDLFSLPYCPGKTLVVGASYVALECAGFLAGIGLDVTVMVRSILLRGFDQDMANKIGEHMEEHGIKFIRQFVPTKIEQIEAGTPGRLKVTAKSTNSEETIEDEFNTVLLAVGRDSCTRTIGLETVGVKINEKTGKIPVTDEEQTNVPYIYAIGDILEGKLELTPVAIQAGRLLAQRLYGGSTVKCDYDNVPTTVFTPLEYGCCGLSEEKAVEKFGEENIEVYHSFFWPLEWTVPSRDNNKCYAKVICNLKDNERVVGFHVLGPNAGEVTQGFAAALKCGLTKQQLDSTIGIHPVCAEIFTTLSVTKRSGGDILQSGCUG
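Rat TrxR1, dispensed at 90 nM, was prereduced with 400 uM NADPH (final) for 5 min at ~22 deg C, then incubated with compound 15 min before 400 uM selenite. A first-read NADPH fluorescence drop versus no-compound background flagged substrates.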
LDHA inh – blocks human lactate dehydrogenase A. P00338. purified LDHA, NADH/diaphorase-resazurin fluorescence; hits give low values. activity change, % (values are at about 110 or 230 µM). 0.15% of 480,000 active; in the data active = activity change below about -30%; inconclusive = mostly about -25% to -30%;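 note: plate controls were DMSO wells for no effect and wells without enzyme for full effect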
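Enzyme activity of human lactate dehydrogenase 5 (2 nM; 0.06 mM NADH, 0.2 mM pyruvate, 5 min, RT) is measured via a resazurin/diaphorase fluorescence readout of residual NADH.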
mIDH1 inhibitor – inhibitors of human mutant IDH1 R132H | AID 602179 | O75874 | 0.093% of 390,000 active | IDH1-R132H enzyme, NADPH consumption, diaphorase/resazurin fluorescence | Potency, µM (doses to about 76.6 µM), without a hit: at the highest dose activity change, negative = inhibition, actives largely listed as inhibitors; note: potency is the fitted concentration of half-maximal effect; % is set by controls: 0 for no effect and ±100 for the full control effect; nearly all actives have a fitted effect of over 65% in size
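IDH1-R132H (0.5 ug/mL) preincubated 30 min with compound, then NADPH (0.016 mM) and alpha-KG (2 mM) added; 80 min at RT, pH 7.5. Remaining NADPH coupled via diaphorase/resazurin to fluorescence (540/590 nm); concentration-response curves normalized to no-enzyme control.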
Vif-A3F inh – inhibitors of Vif-A3F interaction. HeLa A3F-eYFP + Vif (tagged APOBEC3F with the HIV-1 protein that degrades it), YFP fluorescence increase. 0.2% of 390,000 active. Potency, µM (doses to about 46.1 µM), for inactives: at the top dose activity, negative = active. AID 602313; note: potency is the fitted concentration of half-maximal effect; % of control where 0% means no effect; nearly all actives have a fitted effect of over 65% in size
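HeLa cells stably expressing A3F-eYFP plus Vif, plated and incubated overnight at 37 deg C, then exposed to compounds overnight at 37 deg C. Blocked degradation read as raised yellow fluorescence (Ex 488/Em 500-530).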
PI4K2A inh – inhibitors of human PI4K2A; Q9BTU6; purified PI4K2A, ADP-Glo luminescence, 1 h; hits give low values; activity change, negative = inhibition, % at 76.9 µM; 0.13% of 420,000 active; AID 1346378; in the data active = activity change below about -50%; inconclusive = mostly about -30% to -49%;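 note: -100% = wells without enzyme as full effect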
Target sequence (Q9BTU6 whole entry, looked up): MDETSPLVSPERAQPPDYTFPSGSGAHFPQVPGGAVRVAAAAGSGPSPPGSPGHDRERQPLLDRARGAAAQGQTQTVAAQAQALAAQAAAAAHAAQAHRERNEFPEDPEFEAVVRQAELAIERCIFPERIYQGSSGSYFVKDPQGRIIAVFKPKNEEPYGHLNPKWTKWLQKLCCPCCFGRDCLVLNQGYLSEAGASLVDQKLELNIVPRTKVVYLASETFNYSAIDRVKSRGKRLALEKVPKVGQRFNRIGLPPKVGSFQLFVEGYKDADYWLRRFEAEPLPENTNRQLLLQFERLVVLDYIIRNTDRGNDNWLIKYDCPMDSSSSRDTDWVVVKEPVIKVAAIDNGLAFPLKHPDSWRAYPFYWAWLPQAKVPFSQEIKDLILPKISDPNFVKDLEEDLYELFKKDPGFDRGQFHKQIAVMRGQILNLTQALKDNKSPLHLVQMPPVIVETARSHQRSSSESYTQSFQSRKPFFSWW
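Compounds are screened against recombinant PI4K2A using PI as substrate and ATP, the latter dispensed at 300 microM. Reactions run one hour at ambient temperature before ADP-Glo detection; full inhibition defined by wells lacking enzyme.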
* hit, by the source's call; ? = inconclusive; . = not tested or not shown; [ ] = another dose, or the depositor's remark. Unless noted, calls come from the whole dose curve; as a rule, active = well fitted curve in the direction sought with a large enough effect; inconclusive = small, poorly fitted or top-dose-only effect, or another doubt; inactive = no such curve, though single readings can be large; an effect the other way counts as inactive or inconclusive. Only part of the results is shown, so the mix of outcomes need not match the whole.

SMILES	RXFP1 agonist	Vif-APOBEC3G blk	USP1 inh	GRP78 ERSR act	TrxR1 substrate	LDHA inh	mIDH1 inhibitor	Vif-A3F inh	PI4K2A inh
COc1ccc(C2CC(c3ccccc3)=NN2C(=O)c2ccc(F)cc2)cc1 (stereo not drawn)	1.0%	-2%	-7%	2%	-9%	0	-6%	11%	2
c1ccc2nc(-c3ccncc3)ccc2c1	0.5%	-1%	3%	2%	2%	-1	8%	-11%	-6
N#CCOc1ccccc1/C=N/n1nnnc1N	2.7%	-1%	-12%	-1%	1%[57.1 µM]	-3	1%	2%	2
CCn1c(SCC(N)=O)nc2sc3c(c2c1=O)CCCC3	-2.8%	-2%	-12%	0%	-3%	-7	3%	-7%	-2
CC(N=C1NS(=O)(=O)c2ccccc21)C(=O)NCc1ccc(F)cc1 (stereo not drawn)	.	2%	-22%	-4%	6%[57.1 µM]	-6	3%	2%	-7
O=C(O)c1[nH]c(-c2ccccc2)c2c1C(=O)N(C1CC1)C2=O	.	-2%	.	-2%	.	-6	.	.	-7
Cc1cnc(NC(=O)c2cc3c(s2)CCCC3)s1	0.4%	-21%	-20%	-3%	-14%[57.1 µM]	2	15%	-2%	-2
CC(C)Cn1c(N)c(C(=O)CSc2ncnc3sc4c(c23)CCCC4)c(=O)n(C)c1=O	10%	-1%	-17%	-4%	-3%	3	0%	7%	3
Cc1cccc(C(=O)NC(=O)Nc2c(C)cc(C)nc2C)c1	0.0%	2%	-22%	-1%	6%[57.1 µM]	-4	15%	-1%	3
O=C(Nc1sc2c(c1C(=O)NCC1CCCO1)CCC2)c1cc(=O)c2cc(Cl)ccc2o1 (stereo not drawn)	-0.1%	1%	-14%	-1%	9%	-3	7%	1%	-22
CCCc1ccc(C(=O)NNC(=O)c2ccc(Cl)cc2)cc1	-1.2%	-4%	-10%	-4%	-8%	-2	5%	4%	-8
COc1cc(OC)c(NC(=O)CSc2nccn2C)cc1Cl	-0.6%	-1%	-18%	-3%	14%	-4	0%	0%	2
CCNC(=O)C1(C)CCN(C(=O)c2ccc(C(=O)OC)cc2)C1 (stereo not drawn)	.	-2%	.	-3%	.	-5	.	.	2
O=C(NCc1ccco1)C(c1ccccc1F)N(CC1CCCO1)C(=O)Cn1nnc2ccccc21 (stereo not drawn)	2.6%	4%	-14%	-5%	-6%[57.1 µM]	-6	-9%	5%	0
Cc1ccc(-c2nc3ncccc3o2)cc1NC(=O)c1ccc2c(c1)OCO2	.	-1%	-19%	-4%	-1%	-2	1%	6%	0
O=C1/C(=C\c2cccs2)N=C(c2cccs2)N1Nc1ccccc1	-0.7%	-6%	?	-1%	-5%	5	1%	-2%	1
Cc1cc(C)c(C)c(S(=O)(=O)Nc2ccc3cn[nH]c3c2)c1C	0.7%	-4%	-18%	-5%	-3%	0	12%	-31%	3
COc1ccc(-c2nc(N)sc2C2(O)C(=O)Nc3c(Br)cc(F)cc32)cc1OC (stereo not drawn)	1.5%	4%	-3%	1%	0%	26	-3%	-1%	-5
Oc1cc(O)c(CN2CCOCC2)cc1CN1CCOCC1	.	2%	-21%	-2%	-4%	12	1%	-10%	-3
CCOC(=O)NNC(=O)c1ccc(Cl)cc1	2.7%	1%	-9%	-2%	-1%[57.1 µM]	-6	-2%	-2%	-9
CC(=O)NC(C(=O)NCC(N)=O)C(C)C (stereo not drawn)	3.1%	-4%	-12%	0%	0%	1	7%	-4%	1
O=S(=O)(c1cccc(F)c1)N1CCC(CO)(Cc2cccc(F)c2)CC1	1.8%	0%	-3%	-5%	-5%	-7	-3%	8%	8
CCc1cccc(C)c1NC(=O)CN(C)S(=O)(=O)c1ccc(-c2ccc(=O)[nH]n2)s1	-3.4%	-1%	-14%	-4%	7%	-3	14%	-7%	-5
CC(=O)N1CC[n+]2c(-c3ccc(Cl)cc3Cl)csc21	1.8%	-11%	-19%	9%	-7%	-2	-9%	-12%	-9
CCCc1cc(=O)[nH]c(SCc2cc(Cl)ccc2OC(F)F)n1	-0.2%	0%	-13%	-4%	-8%	-1	7%	-8%	9
CCN(c1ccccc1)S(=O)(=O)c1nnc(NC(=O)COc2ccccc2F)s1	-2.0%	0%	-24%	-5%	-3%	-5	-15%	-3%	-3
COc1cccc(N2CCN(S(=O)(=O)c3ccc4[nH]c5c(c4c3)CCCC5)CC2)c1	0.1%	-1%	-22%	-4%	4%	-4	0%	-3%	-2
O=C(c1ccco1)N1CCN(Cc2ccc(Br)cc2)CC1	-0.6%	1%	-19%	0%	4%	2	-10%	6%	0
O=C(CSc1ccc(Cl)cc1)NC1CCCc2ccccc21 (stereo not drawn)	4.6%	1%	3%	-3%	2%	-1	0%	-3%	-6
CN(C(=O)CCNC(=O)Cn1ccc2ccccc2c1=O)c1ccc(Br)cc1	3.4%	-1%	-16%	-2%	5%	-8	1%	2%	-1
CCOc1ccccc1NC(=O)Cn1c(=O)n(Cc2ccccc2)c(=O)c2cccnc21	21%	3%	3%	1%	75%[activator]	-4	2%	1%	2
NS(=O)(=O)c1ccc(N2CCN(S(=O)(=O)Cc3ccccc3)CC2)nc1	.	0%	6%	-4%	-8%	-2	0%	-3%	-9
Cc1ccc(NC(=O)CN2C(=O)CC(c3ccco3)Sc3ccccc32)cc1Cl (stereo not drawn)	2.2%	-2%	-26%	-4%	0%	-3	4%	-5%	-3
Cc1ccc(C(=O)N2CCc3ccccc32)cc1[N+](=O)[O-]	0.2%	-6%	-29%	-5%	0%	-6	0%	-25%	3
CCOC(=O)c1cc(-c2ccc([N+](=O)[O-])cc2)nc2c1c(=O)[nH]c(=O)n2Cc1ccccc1	1.2%	1%	-14%	-6%	4%	-9	-14%	1%	2
O=C(O)c1cccc2c3c([nH]c12)CCCC3	-1.1%	2%	-2%	-2%	2%	3	-4%	1%	0
c1ccc(-c2csc3ncnc(NCCN4CCOCC4)c23)cc1	1.6%	0%	4%	-3%	3%[57.1 µM]	-4	16%	0%	-1
CCOC(=O)N1CCC(N2C(=O)c3ccccc3C2Nc2cc(C(=O)OC)cc(C(=O)OC)c2)CC1 (stereo not drawn)	0.9%	-5%	-11%	7%	2%[57.1 µM]	0	0%	0%	2
Cn1c(=O)n(C/C=C/c2ccccc2)c(=O)c2c1nc1n2CCN1c1ccccc1	5.1%	1%	-3%	-4%	-2%[11.4 µM]	0	9%	-1%	5
COc1ccc(OC)c(NC(=O)Cc2c(C(=O)O)n(C)c3ccccc23)c1	0.3%	-4%	-16%	-1%	7%	6	19%	0%	0

An excerpt from above in order of length of the SMILES, ascending.
SMILES	RXFP1 agonist	Vif-APOBEC3G blk	USP1 inh	GRP78 ERSR act	TrxR1 substrate	LDHA inh	mIDH1 inhibitor	Vif-A3F inh	PI4K2A inh
c1ccc(-c2csc3ncnc(NCCN4CCOCC4)c23)cc1	1.6%	0%	4%	-3%	3%[57.1 µM]	-4	16%	0%	-1
Cc1ccc(C(=O)N2CCc3ccccc32)cc1[N+](=O)[O-]	0.2%	-6%	-29%	-5%	0%	-6	0%	-25%	3
Cn1c(=O)n(C/C=C/c2ccccc2)c(=O)c2c1nc1n2CCN1c1ccccc1	5.1%	1%	-3%	-4%	-2%[11.4 µM]	0	9%	-1%	5

Following part:
SMILES	RXFP1 agonist	Vif-APOBEC3G blk	USP1 inh	GRP78 ERSR act	TrxR1 substrate	LDHA inh	mIDH1 inhibitor	Vif-A3F inh	PI4K2A inh
COC(=O)c1c(N)sc(Cc2ccccc2)c1C	-0.8%	-1%	-18%	3%	?	-1	-3%	-26%	1
COc1ccccc1C(=O)NCCCNC(=O)c1ccccn1	-0.4%	1%	-7%	4%	7%	-6	-11%	10%	3
CCCn1nnnc1SCC(=O)Nc1sc(C)c(C)c1C#N	6.6%	-4%	-14%	-3%	-3%	-6	0%	8%	7
CC(Oc1cc2oc(=O)c3c(c2cc1Cl)CCC3)C(=O)NC1CC(C)(C)NC(C)(C)C1 (stereo not drawn)	3.6%	0%	-11%	0%	7%	0	4%	-5%	-4
CC1=C(C(=O)N(C)C)CC(CC(=O)NCc2ccco2)C(=O)N1CCC1=CCCCC1 (stereo not drawn)	.	-1%	-28%	-1%	.	-1	3%	2%	5

Exported field by field: part of the list above.
> CC(N=C1NS(=O)(=O)c2ccccc21)C(=O)NCc1ccc(F)cc1 (stereo not drawn)
  RXFP1 agonist: .; Vif-APOBEC3G blk: 2%; USP1 inh: -22%; GRP78 ERSR act: -4%; TrxR1 substrate: 6%[57.1 µM]; LDHA inh: -6; mIDH1 inhibitor: 3%; Vif-A3F inh: 2%; PI4K2A inh: -7
> O=C(O)c1[nH]c(-c2ccccc2)c2c1C(=O)N(C1CC1)C2=O
  RXFP1 agonist: .; Vif-APOBEC3G blk: -2%; USP1 inh: .; GRP78 ERSR act: -2%; TrxR1 substrate: .; LDHA inh: -6; mIDH1 inhibitor: .; Vif-A3F inh: .; PI4K2A inh: -7
> Cc1cnc(NC(=O)c2cc3c(s2)CCCC3)s1
  RXFP1 agonist: 0.4%; Vif-APOBEC3G blk: -21%; USP1 inh: -20%; GRP78 ERSR act: -3%; TrxR1 substrate: -14%[57.1 µM]; LDHA inh: 2; mIDH1 inhibitor: 15%; Vif-A3F inh: -2%; PI4K2A inh: -2
> CC(C)Cn1c(N)c(C(=O)CSc2ncnc3sc4c(c23)CCCC4)c(=O)n(C)c1=O
  RXFP1 agonist: 10%; Vif-APOBEC3G blk: -1%; USP1 inh: -17%; GRP78 ERSR act: -4%; TrxR1 substrate: -3%; LDHA inh: 3; mIDH1 inhibitor: 0%; Vif-A3F inh: 7%; PI4K2A inh: 3

Screening data from PubChem.
